# NRP1-CendR mod: modulators of CendR peptide binding to human neuropilin-1; O14786; FAM-RPARPAR peptide binding to NRP-1, fluorescence polarization; inhibition, % at 25 µM; hit rate 0.85% among 360,000; AID 602438;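 active = inhibition or corrected inhibition above about 18%, plus a signal ratio from 0.5 to 1.5, limit read from the data, passing the limit was not always enough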; note: strong numbers were not always called active
# Neddylation inh: cullin neddylation inhibition. P61081+Q13564. TR-FRET cullin neddylation, biochemical. calls only at 25 µM. hit rate 0.58% among 360,000; in the data active = inhibition above about 36%
# MsrA act: bovine methionine sulfoxide reductase A activation. purified bovine MsrA, absorbance read-out. activation, % at 10.6 µM. AID 602163. hit rate 0.3% among 360,000; in the data active = activation above about 7.5%;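 note: 0% = vehicle and 100% = reference activator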
# Rin1-Abl PPI inh: blocks binding of human Rin1 to Abl; P00519+Q13671; TR-FRET Rin1/Abl binding, biochemical; inhibition, % at 7.35 µM; hit rate 0.4% among 360,000; in the data active = inhibition above about 5%, passing the limit was not always enough
# SKN-1 inh: inhibitors of C. elegans SKN-1; inhibition, % at 21.8 µM; hit rate 0.49% among 360,000; AID 624304; C. elegans VP596 Pgst-4::GFP/RFP ratio, acrylamide-induced, 24 h;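 active = interference check ratio from 0.5 to 1.5 plus GFP to RFP signal ratio inhibition reaching or exceeding a fixed threshold, cut at about 30% in these data, passing the limit was not always enough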; note: some compounds called inactive have numbers as strong as hits
# MsrA inhibitor: bovine MsrA inhibition. purified bovine MsrA, absorbance read-out. inhibition, % at 15.5 µM. hit rate 0.75% among 360,000; in the data active = inhibition above about 4.5%;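 note: 0% = vehicle wells with enzyme and 100% = reference inhibitor wells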
# MT1-MMP act inh: inhibitors of human MT1-MMP activation; P50281; HT1080 RFP-PRO-GFP cells, GFP/RFP ratio fluorescence, overnight; percent of plate control window, DMSO zero; GFP/RFP ratio change, % at 20 µM; hit rate 0.061% among 360,000; AID 651647;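 active = GFP/RFP ratio change of at least 30% with cell ATP level not reduced by more than half and red fluorescence within 50% of control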; note: strong numbers were not always called active
#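 Assay system: HT1080 cells carrying an RFP-PRO-GFP reporter | Dosing: Single dose of 20 µM compound, 1% DMSO final | Incubation: Cells overnight before dosing, compound overnight, 37 °C, 5% CO2 | Evaluation: GFP/RFP fluorescence ratio | Control set: DMSO and RFP-L50D-GFP cell wells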
# eLon inh: inhibitors of E. coli Lon protease; hit rate 0.42% among 360,000; inhibition, % at 7.94 µM; purified E. coli Lon protease, fluorescence polarization; P0A9M0; in the data active = inhibition above about 13%, passing the limit was not always enough;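 note: 0% = enzyme with probe and DMSO and 100% = no enzyme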
# FAS TE block: FAS thioesterase (human) inhibition. P49327. recombinant FAS-TE, OMFH fluorogenic substrate, fluorescence endpoint. inhibition, % at 15 µM. hit rate 0.67% among 360,000;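 active = compounds whose normalised, plate-corrected inhibition of enzyme fluorescence in the single-dose primary screen is 50% or more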;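 note: 0% = DMSO with enzyme and 100% = substrate without enzyme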
# Starred values were filed as active, the others as inactive; i = inactive; / = no result given.
SMILES,NRP1-CendR mod,Neddylation inh,MsrA act,Rin1-Abl PPI inh,SKN-1 inh,MsrA inhibitor,MT1-MMP act inh,eLon inh,FAS TE block
COc1ccc(-c2nc(CS(=O)CC(=O)NC3CCCCC3C)c(C)o2)cc1 (stereo not drawn),-3,i,-2,-2,2,-0.3,0,-10,-2
O=C(c1ccc(Br)o1)N(c1ccccn1)C1CCCCC1,-12,i,-1,0,3,-0.9,-3,3,-11
CNc1cc([N+](=O)[O-])ccc1N/C=C/C(=O)c1cccs1,-9,i,-8,-7,-15,0.8,1,-11,20
Cc1ccc(S(=O)(=O)N2[C@@H](c3cccc(Cl)c3)C(C(=O)O)=CC[C@H]2c2cccc(Cl)c2)cc1,-16,i,-3,1,7,0.2,-1,-3,15
O=S1(=O)C=C(Oc2ccc(F)cc2)c2ccccc21,-7,i,-5,2,21,1.1,3,-4,-6
Cc1ccc2nc(SCc3ccccc3)c(C=O)c(=O)n2c1,8,i,-9,1,9,-1.0,0,3,-1
COc1ccc(-c2nn(-c3ccccc3)cc2CNC[C@H]2O[C@@H](n3cnc(C(N)=O)n3)[C@H](O)[C@@H]2O)cc1,-21,i,-11,2,-6,-1.5,-1,-5,-3
Cc1ccc(NS(=O)(=O)c2ccc(NC(=O)c3ccc(-c4ccccc4)cc3)cc2)c(C)c1,-6,i,-1,-1,-4,0.8,-1,-6,1
COc1cc(C(C)=O)ccc1Oc1ncnc2c1cnn2-c1ccc(C)c(C)c1,-5,i,-1,-2,11,-0.3,-5,5,2
CCOc1ccc(C(C)=O)cc1CN1C(=O)c2ccccc2S1(=O)=O,-7,i,-3,-1,9,0.2,-3,-5,5
COc1ccc(NCc2nnc(SCC(=O)c3ccc(OC)cc3)n2C)cc1,-11,i,0,-3,28,0.5,-3,-4,0
COc1ccc(NC(=O)COC(=O)C23CC4CC(CC(Cl)(C4)C2)C3)c(OC)c1,2,i,-1,1,8,-0.3,4,0,26
CCCN(CCC)S(=O)(=O)c1cccc(C(=O)Nc2ccc3c(c2)OCO3)c1,4,i,-10,-1,2,-0.4,2,-1,24
COc1ccc(NC(=O)CN(C)CC(=O)NC2CCCCC2C)cc1 (stereo not drawn),15,i,-2,0,11,-1.0,2,-6,-5
CC(C)N(C)c1ncnc2c1ncn2[C@H]1CN(Cc2ccco2)C[C@@H](CO)O1,3,i,-1,-4,15,-2.1,0,-12,-2

# The last 2 entries of the section above open the next one:
SMILES,NRP1-CendR mod,Neddylation inh,MsrA act,Rin1-Abl PPI inh,SKN-1 inh,MsrA inhibitor,MT1-MMP act inh,eLon inh,FAS TE block
COc1ccc(NC(=O)CN(C)CC(=O)NC2CCCCC2C)cc1 (stereo not drawn),15,i,-2,0,11,-1.0,2,-6,-5
CC(C)N(C)c1ncnc2c1ncn2[C@H]1CN(Cc2ccco2)C[C@@H](CO)O1,3,i,-1,-4,15,-2.1,0,-12,-2
COC(=O)c1sc2nc(SCc3ccccc3C#N)n(N)c(=O)c2c1C,12,i,-2,-1,3,0.3,-1,-1,4
CC(C)(C)C(=O)COC(=O)c1cc(-c2ccncc2)nc2ccccc12,27*,i,-7,1,-11,1.4,-3,-4,6
Oc1ccccc1N1CCN(c2nc(-c3cccs3)nc3ccccc23)CC1,-11,i,-4,0,0,1.8,1,6,30
Cc1c(NCc2ccncc2)cccc1C(=O)O,6,i,-1,-4,-22,0.7,-3,-2,-5
COc1ccc(OCC(O)CNC2CCCC2)cc1 (stereo not drawn),3,i,0,-1,-6,0.1,1,-2,-2
C=CCc1cccc2cc(C(=O)N(C)C)c(=O)oc12,-6,i,-3,-3,-3,1.2,6,-3,-7
COc1ccc(N2CCN(c3nc(Cl)nc(Nc4ccc(F)cc4)n3)CC2)cc1,7,i,-4,1,13,1.6,3,5,31
Cc1cc(C)nc(-n2nc(C)cc2NC(=O)C(C)C)n1,-7,i,-2,3,-5,-1.1,2,-1,-3
COC(=O)c1cc(C)nc(Nc2nc(C(N)Cc3ccc(F)cc3)cs2)n1 (stereo not drawn),-8,i,-3,-3,15,-0.2,0,2,-10
Cc1cc(=O)oc(C)c1C(=O)n1nc(C)c2c1C[C@@H]1[C@H]2C1(C)C,9,i,4,1,32,-0.6,8,-3,-6
CCOc1ccccc1/C=N/Nc1ccccc1[N+](=O)[O-],2,i,-2,0,-4,2.2,9,-5,13
O=C(Nc1ccc(Nc2ccccc2)cc1)c1cccc(F)c1,17,i,-3,-1,-12,0.1,2,-8,23
O=C(CCc1ccccc1)N1CCN(S(=O)(=O)c2cccs2)CC1,1,i,-4,-1,5,-1.5,-3,-3,-4
COc1cc2ccccc2cc1C(=O)Nc1ccc(C)cn1,12,i,-3,-1,22,0.5,-1,7,3
O=C(NC1CCCC1)C1C(c2ccccc2)=Nc2ccccc2N1C(=O)c1ccc(C(F)(F)F)cc1 (stereo not drawn),4,i,/,/,12,0.1,-26,/,/
COc1ccc(NC(=O)CNC(c2ccccc2)c2ccccc2)cc1,-2,i,0,-1,1,-0.8,2,1,8
COc1cccc(N=c2oc3ccc(OC)cc3cc2-c2nc3ccccc3[nH]2)c1,8,i,-1,-3,10,1.8,1,-1,4
Nc1ncnc2sc3c(c12)CCNC3,11,i,-4,-3,17,-1.1,3,-8,-5
CCOC(=O)Cc1c(C)nc2cc(-c3ccc(Cl)cc3)[nH]n2c1=O,7,i,-3,0,-25,-0.1,-2,1,-6
O=C(NCCc1ccccc1)c1cccc(NC(=O)C2CCC2)c1,1,i,-2,-3,5,0.7,4,-1,-7
O=C(NCc1cccnc1)c1cc(Cl)ccc1[N+](=O)[O-],-3,i,-3,0,11,0.4,-2,-5,-6
O=C(O)Cc1c(C(=O)O)[nH]c2ccc(C(=O)O)cc12,-12,i,-4,2,-7,-1.0,0,0,-7
CN(C)S(=O)(=O)c1ccc(NC(=O)CN2CCN(c3ccccn3)CC2)cc1,8,i,-1,1,1,1.2,2,3,-12
COc1ccc(CNC(=O)C2CCN(C(=O)c3ccc(-c4ccccc4)cc3)CC2)cc1,10,i,-6,-1,19,-0.2,8,9,10
NC(=O)c1ccsc1NC(=O)COC(=O)CCc1ccccc1,-10,i,0,1,-1,0.4,1,8,4
CCCCn1nc(C(=O)NCC(c2cccs2)N2CCOCC2)c2ccccc2c1=O (stereo not drawn),5,i,-1,1,1,0.1,-3,-1,13
CC(C)CN1C(=O)c2ccc(C(=O)Nc3ccc(O)cc3C(=O)O)cc2C1=O,-4,i,-4,-2,1,-1.2,-1,-6,-3
CCc1ccc(C2NC(c3ccc(CC)cc3)C([N+](=O)[O-])C(C)(C)C2[N+](=O)[O-])cc1 (stereo not drawn),0,i,-3,1,-12,1.4,2,-18,13
O=C(Nc1ccccc1)OC1C2CCC1C(N1CCCCC1)CC2 (stereo not drawn),14,i,-4,-1,4,1.1,-5,2,-3
CCOC(=O)c1sc2nc3c(cc2c1N)C(=O)CC(C)(C)C3,7,i,0,3,5,0.1,-3,-1,-6
COc1cc(NS(=O)(=O)c2ccc(N/C=C\C(=O)c3ccc(C)cc3)cc2)nc(OC)n1,-5,i,-5,1,7,1.2,3,1,-6
Cc1nnc(SCC(=O)N2CC(=O)Nc3ccccc32)n1Cc1ccccc1,0,i,-7,0,-7,0.9,5,-4,-10
CN(C)c1ccc(C(=O)/C=C/c2ccc(Br)cc2)cc1,-24,i,-3,2,16,1.0,-3,1,0
O=C(COC(=O)c1ccccc1Br)NCc1cccs1,-8,i,-3,2,-18,-0.3,-2,-2,1
COc1ccc(S(=O)(=O)N2CCCCC2c2cc(C(=O)NCc3cccnc3)no2)cc1 (stereo not drawn),-7,i,-1,3,14,-0.3,1,-1,-4
COc1cc(CCc2ccccc2)c(C(=O)O)c(O)c1C/C=C(/C)CCC=C(C)C,-70,i,-10,0,5,-1.0,-2,-2,87*
O=C(CC1(O)C(=O)N(C/C=C/c2ccccc2)c2ccccc21)c1ccccn1 (stereo not drawn),-9,i,-9,1,-12,1.3,0,-1,4
COc1ccc(C2C(=O)N(C3CCCCC3)CC(=O)N2CCc2ccccc2)cc1OC (stereo not drawn),10,i,-2,3,-17,-0.2,0,-1,-2
COc1ccc(CN(CC(=O)NCc2ccccc2)C(=O)CCC(=O)Nc2ccccn2)cc1,-1,i,-1,2,6,0.2,-2,0,-3
COCCCN1C(=O)C(CC(=O)NCCCN(C)C)CC(C(=O)N2CCCCCC2)=C1C (stereo not drawn),-3,i,-10,/,-6,-1.1,2,-4,-6
COCCn1c(=O)[nH]c2cc(C(=O)NC3CCCCCC3)ccc2c1=O,1,i,-6,2,-13,-1.3,0,-6,-12
COc1ccc(C2=C(N)c3ccccc3C2=O)cc1,-2,i,-14,-9,-3,/,4,6,-8
CCCn1c(=O)[nH]c(=O)c2c1nc(-c1ccc(OC(F)(F)C(F)C(F)(F)F)cc1)n2CCOC (stereo not drawn),4,i,0,2,24,1.1,1,-1,-4
Cc1c(C=O)c2ccccc2n1CC(=O)NC(C)c1ccccc1 (stereo not drawn),7,i,-3,-3,-12,-0.9,-1,0,7
CC1CCCN(c2ccc([N+](=O)[O-])s2)C1 (stereo not drawn),-61,i,-5,-19,25,-0.1,14,-34,11

# Some entries already given, showing only FAS TE block, NRP1-CendR mod and MsrA act.
canonical_smiles,FAS TE block,NRP1-CendR mod,MsrA act
COc1ccc(CN(CC(=O)NCc2ccccc2)C(=O)CCC(=O)Nc2ccccn2)cc1,-3,-1,-1
COc1cc(CCc2ccccc2)c(C(=O)O)c(O)c1C/C=C(/C)CCC=C(C)C,87*,-70,-10
CCCn1c(=O)[nH]c(=O)c2c1nc(-c1ccc(OC(F)(F)C(F)C(F)(F)F)cc1)n2CCOC (stereo not drawn),-4,4,0
COCCCN1C(=O)C(CC(=O)NCCCN(C)C)CC(C(=O)N2CCCCCC2)=C1C (stereo not drawn),-6,-3,-10
COc1cc(NS(=O)(=O)c2ccc(N/C=C\C(=O)c3ccc(C)cc3)cc2)nc(OC)n1,-6,-5,-5

# Additional compounds
SMILES,NRP1-CendR mod,Neddylation inh,MsrA act,Rin1-Abl PPI inh,SKN-1 inh,MsrA inhibitor,MT1-MMP act inh,eLon inh,FAS TE block
Cc1cccc(C)c1NC(=O)CC1SC2=NCCN2C1=O (stereo not drawn),-7,i,0,0,-8,0.4,2,-2,-1
CCC1(c2ccc(F)cc2)NC(=O)N(CC(=O)Nc2ccc(-c3nc4ccc(C)cc4s3)cc2)C1=O (stereo not drawn),-8,i,-5,-1,8,1.0,4,-1,-2
CCOc1cc(/C=C\c2nc(O)c([N+](=O)[O-])c(=O)[nH]2)ccc1OC(C)C,-8,i,-4,3,-4,1.1,2,-9,-5
C/C(CCc1ccc2c(c1)OCO2)=N\N=C(/N)SC1CC(=O)N(c2ccccc2F)C1=O (stereo not drawn),-4,i,2,0,26,0.8,0,-2,-4
C=CCNC(=O)C(=O)c1c(-c2ccccc2)[nH]c2ccccc12,2,i,-3,-2,-4,2.0,9,-4,-9
CC1Sc2ccc(C(=O)Nc3ccccc3OC(F)F)cc2NC1=O (stereo not drawn),-7,i,-3,2,23,-0.7,1,-17,0
Cc1cccc(-c2nnc(SCC#N)n2C)c1,11,i,-3,4,12,-0.1,1,-1,1
O=C(CSc1nnc(Cn2c(=O)sc3ccccc32)n1CCc1ccccc1)N1CCCC1,1,i,-1,-2,2,1.5,0,3,-5
COc1cccc(NC(=S)NNC(=O)C(C)n2nc(C)c([N+](=O)[O-])c2C)c1 (stereo not drawn),0,i,-1,6,0,-0.9,4,-13,-4
COc1ccc(CSc2nc(N3CCOCC3)c3c(c2C#N)CC(C)(C)OC3)cc1,12,i,1,0,7,1.2,-11,-10,29
COc1ccc(CCC(=O)NCCOc2ccc(Cl)cc2)cc1,-3,i,-1,-1,-2,0.8,0,-2,-1

# Reprinted from the listing (two entries):
SMILES,NRP1-CendR mod,Neddylation inh,MsrA act,Rin1-Abl PPI inh,SKN-1 inh,MsrA inhibitor,MT1-MMP act inh,eLon inh,FAS TE block
COc1ccc(CSc2nc(N3CCOCC3)c3c(c2C#N)CC(C)(C)OC3)cc1,12,i,1,0,7,1.2,-11,-10,29
COc1ccc(CCC(=O)NCCOc2ccc(Cl)cc2)cc1,-3,i,-1,-1,-2,0.8,0,-2,-1
